PrPC surface inh: inhibitors of human cell surface prion protein PrPC; P04156; TR-FRET read-out; inhibition, % at 13.8 µM; 370,000 tested, 0.43% active; in the data active = inhibition above about 24%; also: 0% = median of the test wells and 100% = reference compound wells
BoNT-F LC inh: blocks Botulinum neurotoxin F light chain protease; inhibition, % at 10 µM; Multiplex microsphere protease cleavage assay, flow cytometry; 360,000 tested, 0.22% active; in the data active = inhibition above about 35%, passing the limit was not always enough; inconclusive = no clear call, values can overlap the other calls; also: plate controls were buffer without enzyme for full effect and enzyme alone for no effect
Rv3671c protease: inhibitors of M. tuberculosis serine protease Rv3671c; 320,000 tested, 0.048% active; P9WHR9; inhibition, % at 5.96 µM; in the data active = inhibition above about 38%;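 also: extracellular domain of Rv3671c used as enzyme; 0% = enzyme with DMSO and 100% = no enzyme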
BioA inh: blocks M. tuberculosis BioA enzyme activity | purified M. tuberculosis BioA enzyme, plate reader | inhibition, % at 9.99 µM | 360,000 tested, 0.096% active | AID 602481; in the data active = inhibition above about 40%; inconclusive = no clear call, values can overlap the other calls
FBA Mtb inh: inhibits M. tuberculosis FBA enzyme. P9WQA3. purified M. tuberculosis FBA, fluorescence read-out. inhibition, % at 1 µM. 360,000 tested, 2.3% active; in the data active = inhibition above about 27%;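 also: 0% = vehicle and 100% = reference inhibitor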
Target sequence (P9WQA3 whole entry, looked up): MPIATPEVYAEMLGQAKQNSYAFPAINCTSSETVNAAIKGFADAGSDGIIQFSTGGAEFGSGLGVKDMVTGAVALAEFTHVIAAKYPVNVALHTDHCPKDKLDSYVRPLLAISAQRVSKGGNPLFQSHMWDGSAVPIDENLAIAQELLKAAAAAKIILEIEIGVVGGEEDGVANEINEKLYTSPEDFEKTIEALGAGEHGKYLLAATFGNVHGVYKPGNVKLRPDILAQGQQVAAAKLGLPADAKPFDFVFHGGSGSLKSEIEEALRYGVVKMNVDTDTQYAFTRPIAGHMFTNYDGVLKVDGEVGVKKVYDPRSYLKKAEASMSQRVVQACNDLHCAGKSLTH
GDH-TPI counter: counter-screen for M. tuberculosis FBA inhibitors: GDH-TPI coupled enzymes | GDH-TPI coupled enzyme counterscreen, NADH absorbance | 360,000 tested, 1.2% active | inhibition, % at 4.8 µM; in the data active = inhibition above about 30%;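 also: 0% = DMSO wells and 100% = wells lacking the enzyme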
FadD28 FP inh: inhibitors of Mycobacterium tuberculosis FadD28 bisubstrate binding; FadD28 bisubstrate probe binding, fluorescence polarization; inhibition, % at 12.5 µM; AID 588549; 360,000 tested, 0.22% active; in the data active = inhibition above about 8.5%, passing the limit was not always enough; inconclusive = no clear call, values can overlap the other calls
MazEF act: increases E. coli MazEF RNase cleavage of RNA; P0AE70; FAM/BHQ RNA-DNA oligo cleavage fluorescence, 5 h; activation, % at 20 µM; 350,000 tested, 0.32% active; in the data active = activation above about 50%
Target sequence (P0AE70 whole entry, looked up): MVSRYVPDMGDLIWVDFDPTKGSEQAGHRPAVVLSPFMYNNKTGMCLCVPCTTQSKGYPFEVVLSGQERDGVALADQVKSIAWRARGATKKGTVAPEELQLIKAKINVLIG
UGM FP inh: inhibitors of M. tuberculosis UDP-galactopyranose mutase. 320,000 tested, 0.06% active. AID 504406. P9WIQ1. purified UGM, fluorescence polarization probe displacement. inhibition, % at 10 µM; in the data active = inhibition above about 10%, passing the limit was not always enough; inconclusive = no clear call, values can overlap the other calls
Target sequence (P9WIQ1 whole entry, looked up): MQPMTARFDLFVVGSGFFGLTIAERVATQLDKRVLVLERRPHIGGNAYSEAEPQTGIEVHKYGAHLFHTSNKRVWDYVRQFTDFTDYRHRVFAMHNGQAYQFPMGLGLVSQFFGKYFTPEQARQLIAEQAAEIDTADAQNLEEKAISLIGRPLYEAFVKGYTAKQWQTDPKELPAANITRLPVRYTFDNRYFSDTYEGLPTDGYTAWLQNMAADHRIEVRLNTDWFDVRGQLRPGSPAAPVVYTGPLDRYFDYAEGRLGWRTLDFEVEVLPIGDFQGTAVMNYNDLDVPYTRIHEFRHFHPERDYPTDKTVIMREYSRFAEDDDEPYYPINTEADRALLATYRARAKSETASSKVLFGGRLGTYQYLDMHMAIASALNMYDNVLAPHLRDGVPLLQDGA
Active calls of the source: *; ? = inconclusive; . = no result given; + = active, no number.

Start of the data: the first 6 records as a preview:
SMILES	PrPC surface inh	BoNT-F LC inh	Rv3671c protease	BioA inh	FBA Mtb inh	GDH-TPI counter	FadD28 FP inh	MazEF act	UGM FP inh
CC(=C/c1ccco1)/C=N/NC(=O)c1nnn(-c2nonc2N)c1CN(C)C	-15	-3	-3	-0.8	1	21	-0.1	5	-0.2
Nc1nnc(SCc2cc3c(cc2Cl)OCO3)s1	1	4	-3	-0.4	0	4	-1.2	4	0.1
Cn1nc(C(C)(C)C)c([N+](=O)[O-])c1C(=O)NCCO	4	0	-11	.	-1	-1	-1.7	3	-0.1
CSc1cc(-c2ccccc2)[nH]c(=O)c1C#N	2	-4	5	.	34*	19	0.5	7	3.0
CN1CCN(C(=O)c2cccc(-c3cnc4cnc(-c5ccccc5Oc5ccccc5)cn34)c2)CC1	-6	-1	.	0.0	36*	5	-11	.	.
COc1ccc(C(NC(=O)c2cc(OC)ccc2OC)c2ccccc2)cc1 (stereo not given)	9	-16	-1	0.4	2	3	-1.9	11	-1.8

The list itself, from the start:
SMILES	PrPC surface inh	BoNT-F LC inh	Rv3671c protease	BioA inh	FBA Mtb inh	GDH-TPI counter	FadD28 FP inh	MazEF act	UGM FP inh
CC(=C/c1ccco1)/C=N/NC(=O)c1nnn(-c2nonc2N)c1CN(C)C	-15	-3	-3	-0.8	1	21	-0.1	5	-0.2
Nc1nnc(SCc2cc3c(cc2Cl)OCO3)s1	1	4	-3	-0.4	0	4	-1.2	4	0.1
Cn1nc(C(C)(C)C)c([N+](=O)[O-])c1C(=O)NCCO	4	0	-11	.	-1	-1	-1.7	3	-0.1
CSc1cc(-c2ccccc2)[nH]c(=O)c1C#N	2	-4	5	.	34*	19	0.5	7	3.0
CN1CCN(C(=O)c2cccc(-c3cnc4cnc(-c5ccccc5Oc5ccccc5)cn34)c2)CC1	-6	-1	.	0.0	36*	5	-11	.	.
COc1ccc(C(NC(=O)c2cc(OC)ccc2OC)c2ccccc2)cc1 (stereo not given)	9	-16	-1	0.4	2	3	-1.9	11	-1.8
COCCn1c(-c2ccc(SC)cc2)nc2c1c(=O)[nH]c(=O)n2CC(C)C	-8	8	-8	1.5	+	21	-1.1	-2	1.4
Cc1cccn2c(CN(C)CC3CCCCO3)c(C(=O)N3CCCCC3)nc12 (stereo not given)	-7	0	3	.	2	1	-0.5	0	0.7
O=C(NNc1ccccn1)C(c1ccccc1)c1ccccc1	-5	-3	-2	-1.9	11	2	-2.7	7	1.3
O=C(O)c1cnc(-c2ccccc2)nc1Sc1cccc(Cl)c1	3	6	-7	.	-3	10	-8.9	-1	2.7
CCn1cc(C(=O)OCC(=O)Nc2ccc(S(=O)(=O)N3CCCC3)cc2)c(=O)c2ccc(C)nc21	-3	14	-1	-3.0	0	5	-1.0	10	0.2
COc1cc(/C=N/NC(=O)c2ccc(N(C)S(=O)(=O)c3ccccc3)cc2)cc(OC)c1OC	-2	0	5	.	2	19	-9.7	5	1.4
COc1ccc(-n2ncc3c2CC(C)(C)CC3NC(=O)CCc2c(C)noc2C)cc1 (stereo not given)	16	-9	-8	4.6	0	0	-3.4	-2	1.4
O=C(/C=C/c1ccccc1Cl)OCC(=O)N1CCCC1	0	-5	-5	-3.2	4	15	0.9	-6	0.7
O=C(NCc1cccnc1)c1nnc(Cc2ccc(F)cc2)o1	9	-3	-5	1.1	-4	4	-4.9	13	-0.7
CCCCCCOc1ccc(NC(=O)CC2C(=O)N(CC)C(=S)N2Cc2ccco2)cc1 (stereo not given)	-1	28	-23	.	4	1	-0.6	4	3.3
COCCNC(=O)CSc1ccc(-c2nc3ccccc3[nH]2)cn1	6	-16	-4	-0.9	31*	31*	-0.6	2	2.2
Cc1onc(-c2ccccc2Cl)c1C(=O)Nc1nnc(C(C)C)s1	1	-15	10	0.5	4	-3	0.3	2	-1.0
O=C(/C=C/c1cccc([N+](=O)[O-])c1)OCC(=O)N1CCN(C(=O)c2ccco2)CC1	-17	-8	2	0.6	1	2	-0.4	3	1.0
CCN(CC)C(=O)c1sc(NC(=O)c2c(OC)cccc2OC)c(C#N)c1C	1	-4	-11	-0.5	5	7	-0.5	3	-2.3
CCN(CC(=O)Nc1ccc2c(c1)OCCO2)c1nc(-c2cccnc2)nc2ccccc12	-7	-28	2	0.1	-2	3	-5.4	1	-0.2
CCOc1ccc(-c2c(C(=O)N/N=C/c3ccc(Cl)cc3)nnn2-c2nonc2N)cc1	-5	9	-72	-0.5	-1	9	-6.8	-2	-0.8
Cc1nn(Cc2ccccc2)c(C)c1C(=O)OCC(=O)Nc1cc(S(C)(=O)=O)ccc1Cl	8	-1	-12	.	0	3	-2.7	-3	-0.7
CCn1ncc(CN2CCN(Cc3cccc(OC)c3)C(CCO)C2)c1C (stereo not given)	0	-2	4	.	-1	0	-0.9	-6	-0.8
O=C(Nc1nnc([C@@H]2C[C@H](O)[C@@H](CO)O2)s1)c1cccc(Cl)c1	-3	-2	.	0.4	-2	11	-3.0	.	.

Quoted from the listing.
`CCn1ncc(CN2CCN(Cc3cccc(OC)c3)C(CCO)C2)c1C` (stereo not given) in FBA Mtb inh → -1
`Cc1nn(Cc2ccccc2)c(C)c1C(=O)OCC(=O)Nc1cc(S(C)(=O)=O)ccc1Cl` in PrPC surface inh → 8

Carrying on:
SMILES	PrPC surface inh	BoNT-F LC inh	Rv3671c protease	BioA inh	FBA Mtb inh	GDH-TPI counter	FadD28 FP inh	MazEF act	UGM FP inh
CCCCC1(C)OC(=O)C(=Cc2c[nH]c3ccccc23)C(=O)O1 (stereo not given)	6	-7	-1	.	-1	5	0.4	235*	-3.0
N#C/C(=C\c1cccc([N+](=O)[O-])c1)c1nnc2n1CCCCC2	-11	4	-11	.	1	14	-4.4	-3	1.6
NC(=O)c1sc2nc(-c3ccco3)ccc2c1N	0	-9	6	-0.3	53*	10	-1.0	-3	-0.2
O=C(CSC1=NS(=O)(=O)c2cc(Cl)ccc2N1)Nc1ccccc1C(F)(F)F	4	?	-1	-1.1	4	-1	-1.0	-6	.
COc1ccc(S(=O)(=O)NCCSC(C)(C)C)cc1	5	1	3	-0.1	1	-2	-1.5	-7	-1.7
O=C(CCS(=O)(=O)c1ccccc1)Nc1nc2c(s1)CCCC2	-2	-2	-6	-0.2	4	-9	-2.3	9	1.1
COc1ccccc1N(C)S(=O)(=O)c1ccc(C(=O)OC(C)C(=O)NCc2ccc3c(c2)OCO3)cc1 (stereo not given)	-7	-6	-5	.	-1	-4	-2.0	-3	0.0
CCOC(=O)C1CCCN(C(=O)Cc2ccc(Cl)cc2)C1 (stereo not given)	-5	-2	-4	.	1	4	-3.2	0	-1.3
COc1ccccc1CNC(=O)Nc1nnc([C@H]2C[C@H](O)[C@@H](CO)O2)s1	3	3	.	-1.0	-2	2	-2.6	.	.
O=C(CSc1nc(=O)n2ccccc2n1)NCc1ccccc1	1	.	3	-0.2	3	16	0.1	3	3.8
Cc1ccc(-n2nc3c(c2NC(=O)c2ccc4c(c2)OCO4)CS(=O)C3)c(C)c1 (stereo not given)	8	-2	3	4.1	-3	0	-1.5	6	-0.8
CCOCCSc1nnc2nc(C)cc(C)n12	-7	1	1	-1.6	5	-3	-3.5	-2	-0.1
Nc1ncc(-c2ccccc2)c(-c2ccc(OCc3ccccc3)cc2O)n1	0	-5	-19	-1.0	-1	0	-3.3	-2	1.1
Cc1cccc(NC(=O)C2CCCN(c3nc(C)cc(C)n3)C2)c1 (stereo not given)	.	-2	1	-13	3	6	-0.5	4	0.3
C=CCOC(=O)C1=C[C@@H](c2cn(C(C)=O)c3ccccc23)C[C@@H](OCc2ccc(CO)cc2)O1	0	-8	-7	-0.5	4	8	-3.1	10	0.1
CSc1ncccc1C(=O)Nc1cccc(S(=O)(=O)N2CCCCC2)c1	6	2	-8	-1.6	-1	-2	-2.9	6	1.0
O=C(O)Cc1ccc(NC(=O)c2ccc3c(c2)C(=O)N(CC2CCCO2)C3=O)cc1 (stereo not given)	3	5	-5	-1.1	-4	7	-4.9	2	1.1
CCCCSc1nnc(CNC(=O)C23CC4CC(CC(C4)C2)C3)n1Cc1ccccc1	-10	2	-1	.	0	-4	-4.4	-1	-1.1
O=c1oc2cc(Br)ccc2n1Cc1ccccc1	2	?	3	-0.2	-5	-6	-2.4	3	1.8
CCc1ccc(NC(=O)C(C)OC(=O)c2c(C)nn(Cc3ccccc3)c2Cl)cc1 (stereo not given)	2	-9	-6	-1.3	-2	6	1.0	-5	-0.5
CC1(C)CC(=O)C([N+](=O)[O-])=C(NCCCC(=O)O)C1	-7	0	-1	.	-3	12	-2.4	13	-2.1
O=C(NCc1ccccc1)c1cc(-c2ccco2)on1	3	-4	3	-1.5	2	12	-0.7	1	-5.1
CC(C)Cc1nc2oc3c(NCCCN4CCOCC4)ncnc3c2c2c1CCC2	-7	-3	-1	.	26	18	-13	1	2.3
O=C(CSc1nnc(CNC(=O)c2ccccc2)o1)Nc1ccc2c(c1)OCO2	8	7	5	-1.3	-1	1	-1.5	4	0.0
O=C(Nc1ccc(C(=O)N2CCN(c3ccc(Cl)cc3)CC2)cc1)C1=CSCCO1	0	3	-1	-0.7	2	0	-1.3	-4	-3.4
New compounds follow.
SMILES	PrPC surface inh	BoNT-F LC inh	Rv3671c protease	BioA inh	FBA Mtb inh	GDH-TPI counter	FadD28 FP inh	MazEF act	UGM FP inh
Cc1ccc(C(O)c2ncc(-c3ccc4ccccc4c3)[nH]2)c(C)c1 (stereo not given)	-1	-11	.	0.2	16	4	-2.0	.	.
CNC(=O)c1ccc(Nc2nnc(C)c3ccccc23)cc1	-10	-6	-1	-0.3	0	29	-6.2	1	2.7
O=S(=O)(NCC(c1ccco1)N1CCc2ccccc21)c1ccccc1 (stereo not given)	3	.	10	.	-1	5	0.5	-2	0.8
CC1CCCC(C)N1C(=O)COC(=O)c1ccc(F)c(S(=O)(=O)N2CCOCC2)c1 (stereo not given)	4	4	-8	0.3	0	-8	-1.0	3	-0.7
CC(C)Cn1c(NCCO)nc2ccccc21	3	0	-8	0.8	2	-17	-3.3	2	1.2
O=C(CSc1nc2ncc(Cl)cc2[nH]1)c1ccc2c(c1)OCO2	9	3	-41	9.9	2	12	0.7	4	-4.1
C#CCOCCOCCOCCNc1nc(N2CCN(C(=O)C([C@@H](C)CC)n3cc(C(N)Cc4ccc(O)cc4)nn3)CC2)nc(N2CCN(C(=O)[C@H](CCC(=O)O)n3cc(C(N)[C@H](C)CC)nn3)CC2)n1 (stereo not given in full)	2	-13	0	0.4	2	3	-3.0	10	-1.1
CCOC(=O)N1CCN(CCC(=O)c2ccc(Cl)cc2)CC1	9	1	0	-1.5	0	2	0.3	-1	0.8
CCc1ccc(NC(=O)Cn2nc(C(F)(F)F)c3c2CCC3)cc1	12	6	2	-0.2	-8	12	-1.4	3	4.3
COc1ccc2c(c1)C(C)(Cc1ccc(C(=O)c3ccccc3)cc1)C(=O)N2 (stereo not given)	4	0	.	0.1	3	13	-1.5	.	.
Oc1ccc(/C=N/Nc2cc(N3CCCC3)nc(N3CCCC3)n2)cc1O	-3	-14	6	.	3	7	-5.2	19	0.4
O=C(c1ccc(N2CCCC2=O)cc1)N1CCN(c2cccc(C(F)(F)F)c2)CC1	1	-3	.	-2.3	0	4	-1.5	2	.
CC(=O)c1cccc(NC(=O)CCNC(=O)c2cccc(C)c2)c1	7	-2	-6	0.4	-2	1	.	13	0.0
CN(C)c1nc(NCc2ccccc2)nc(N/N=C/c2ccc(Br)cc2)n1	-2	-18	-2	.	1	7	-1.1	5	2.1
COc1ccc(CC2(CO)CCN(Cc3cccc(OC)c3OC)CC2)cc1	-13	-3	-4	3.7	2	-3	-2.6	5	3.2
CCc1cc(=O)oc2cc(OCC(=O)N3CCC[C@H]3C(=O)O)ccc12	10	-29	1	-2.1	35*	15	0.5	1	5.5
Cc1cccc(OCC(=O)O/N=C(\N)c2ccc(Cl)cc2)c1	.	-2	-5	-3.4	3	4	-0.1	9	-2.4
Cc1ccccc1OCC(=O)Nc1sc(C(=O)Nc2cccc(C)c2C)c(C)c1C#N	.	-2	-4	-1.2	2	11	0.3	2	-0.1
Clc1cccc(N2Cc3cc(N4CCOCC4)ccc3-n3nncc3C2)c1	7	2	.	2.4	4	.	0.7	.	.
CCCNC(=O)C12CCC(C)(C(=O)C1Br)C2(C)C (stereo not given)	10	-7	5	-5.5	4	8	-0.4	-2	4.5
C[C@H](CO)N1C[C@H](C)[C@@H](CN(C)S(=O)(=O)c2ccccc2)Oc2ccc(NC(=O)Nc3ccc(C(F)(F)F)cc3)cc2C1=O	4	-5	-229	-0.7	-1	3	3.5	-7	2.3

Screening data deposited in PubChem by several laboratories.
